Assay outcomes: PubChem BioAssay, National Center for Advancing Translational Sciences (NCATS)
TDP1 inh: qHTS Assay for Inhibitors of Tyrosyl-DNA Phosphodiesterase (TDP1); Tyrosyl-DNA phosphodiesterase 1 (Homo sapiens), Q9NUW8; recombinant TDP1, AlphaScreen DNA substrate cleavage; Potency, µM (titrated, usually from 130 µM), without a hit: top-dose activity change, negative = inhibition, usual class: inhibitors; 0.28% of 350,000 active; further: nearly all actives have a fitted effect of over 40% in size
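AlphaScreen read-out: signal falls as enzyme removes the 3' tyrosine-FITC from a 5'-biotinylated DNA oligo (15 nM, 5 min, RT). Enzyme was E. coli-made recombinant Tdp1 at 1 nM, exposed to compound for 15 min beforehand; beads 10 ug/ml, 10 min.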
DT40 TDP1 no CPT: qHTS for Inhibitors of human tyrosyl-DNA phosphodiesterase 1 (TDP1): qHTS in cells in absence of CPT; 15% of 420,000 active; DT40 Tdp1-/- hTDP1 cells, no CPT, ATP luminescence, 48 h; Potency, µM (titrated, usually from 46.2 µM), inactives show at the top dose activity change, negative = growth inhibition, hits mostly inhibitors; further: nearly all actives have a fitted effect of over 55% in size
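Readout: luminescence from CellTiter-Glo after 30 min in the dark at RT. Cells: DT40 Tdp1-/- with stable hTDP1, 400/well. Exposure: compounds alone, ≥48 hr, 37 °C.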
KAT2A inh: qHTS Assay for Inhibitors of GCN5L2; Histone acetyltransferase KAT2A (Homo sapiens), Q92830; GCN5L2 HAT assay, ThioGlo1 CoA-SH fluorescence; Potency, µM (titrated, usually from 58.9 µM), inactives show top-dose activity change, negative = inhibition, usual class: inhibitors; 0.21% of 390,000 active; AID 504327, 2011
Target sequence (Q92830 whole entry, looked up): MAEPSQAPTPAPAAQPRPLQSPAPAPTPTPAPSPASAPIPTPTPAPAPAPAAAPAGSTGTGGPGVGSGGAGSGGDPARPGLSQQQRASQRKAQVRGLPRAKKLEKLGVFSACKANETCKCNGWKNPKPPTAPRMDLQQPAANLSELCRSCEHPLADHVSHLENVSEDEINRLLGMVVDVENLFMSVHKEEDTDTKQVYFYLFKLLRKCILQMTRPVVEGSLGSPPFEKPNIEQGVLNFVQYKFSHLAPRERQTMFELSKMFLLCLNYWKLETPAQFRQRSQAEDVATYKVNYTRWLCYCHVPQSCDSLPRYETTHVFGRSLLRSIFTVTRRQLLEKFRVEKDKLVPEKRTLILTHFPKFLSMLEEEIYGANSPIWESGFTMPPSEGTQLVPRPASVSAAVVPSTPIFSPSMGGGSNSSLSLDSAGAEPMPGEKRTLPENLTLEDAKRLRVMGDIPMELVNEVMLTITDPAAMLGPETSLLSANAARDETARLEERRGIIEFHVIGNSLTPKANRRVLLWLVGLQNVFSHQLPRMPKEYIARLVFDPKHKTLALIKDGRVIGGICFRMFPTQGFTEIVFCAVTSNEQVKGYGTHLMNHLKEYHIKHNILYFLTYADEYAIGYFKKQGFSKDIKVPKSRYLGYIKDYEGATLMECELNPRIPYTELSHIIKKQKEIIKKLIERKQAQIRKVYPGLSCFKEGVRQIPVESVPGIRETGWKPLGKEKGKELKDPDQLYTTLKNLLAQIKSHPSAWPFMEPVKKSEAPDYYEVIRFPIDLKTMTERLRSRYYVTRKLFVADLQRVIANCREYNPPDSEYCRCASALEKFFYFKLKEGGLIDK
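Enzyme at 20nM final was mixed with library compounds for 15 min at room temperature. Peptide H3(1-25) at 75uM, acetyl-CoA at 70uM and ThioGlo1 at 50uM were then added. Plates were read immediately and after 20 min (Ex340nm/Em540nm).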
* = called active by the depositor; u = inconclusive; x = not tested or not shown; & = joins results of further samples; [ ] = another dose, or the depositor's remark. The call rests on the fitted dose curve; in most records, active means well fitted curve in the direction sought with a large enough effect; inconclusive means small, poorly fitted or top-dose-only effect, or another doubt; inactive means no such curve, though single readings can be large; an effect the other way counts as inactive or inconclusive. On the % scale 0 is the no-effect control and ±100 the full control effect; potency means the concentration at half of the fitted maximal effect. Only part of the results is shown; count on the stated rates, not on these rows.

SMILES | TDP1 inh | DT40 TDP1 no CPT | KAT2A inh
CCOC(=O)C1=C(COC(=O)C2(C)CC2(Cl)Cl)NC(=O)NC1c1ccc(OC)cc1 (centres undefined) | -5% | u | -1%
Cc1cc2cc(CNC(=S)NC3CCCCC3)ccc2n1C | 8% | u | -4%
CCC1(C(=O)c2ccccc2)C(c2cccc([N+](=O)[O-])c2)C1(C(=O)OC)C(=O)OC (centres undefined) | 3% | 13µM* | -4%
Cn1c(=O)[nH]c2nc[nH]c2c1=O | 2% | 2%&1% | 0%&-7%
COC(=O)Cc1nnc(Nc2cccc(C)c2)c2ccccc12 | x | -22% | -4%
O=C(CN1CCC(NC(=O)C2CCCCC2)CC1)NCc1ccco1 | 3% | 4% | -4%
COC(c1ccccc1)c1nnc(CCC(=O)N(C)C(C2CC2)C2CC2)o1 (centres undefined) | 6% | 15% | 1%
O=C(c1ccccc1)N1CN2CN(C(=O)c3ccccc3)CC([N+](=O)[O-])(C2)C1 | 0% | 1% | 13%
Cc1ccc(CNC(=O)COC(=O)C2CCN(S(=O)(=O)c3cccs3)CC2)cc1 | 3% | -7% | 2%
Cc1cccc(CNC(=O)c2cc(S(=O)(=O)N3CCOCC3)cn2C)c1 | 1% | 30%[activator] | 3%
CC(=O)c1c(C)nn(CC(O)Cn2c3c(c4cc(C)ccc42)CCCC3=O)c1C (centres undefined) | 5% | u | -28%
COc1ccc(C(C(=O)NC2CCCCC2)N(C(=O)CCl)c2ccc(C)cc2)cc1 (centres undefined) | -8% | 1.6µM* | -1%
O=C(COC(=O)/C=C/c1ccc(OC(F)F)cc1)NCc1cccs1 | 0% | 3% | 47%[activator]
O=c1c(=NNc2ccccc2Cl)c(=O)c2ccccc12 | 6% | -29% | -1%
FC(F)(F)c1cccc(Oc2nc(-c3ccccc3)nnc2C(F)(F)F)c1 | 8% | u | 31%[activator]
COc1ccc(OCC(=O)N2CCN(C(=O)COc3ccccc3)CC2)cc1 | 4% | 0% | 0%
CCCCn1cc(S(=O)(=O)c2ccccc2)c(=O)c2cc(F)c(N3CCC(C)CC3)cc21 | -4% | u | -5%
CCC1(C(=O)OC)CCc2c(cc(OC)c3ccccc23)C1=O (centres undefined) | -7% | u | -13%
CC(=O)NCC(=O)N1CCCC(C(=O)c2ccc(Oc3ccccc3)cc2)C1 (centres undefined) | 5% | u | -28%
CC(C)Oc1ccc(C(=O)OCC(=O)NCCNC(=O)COC(=O)c2ccc(OC(C)C)cc2)cc1 | 4% | -23% | -6%
CN(C)CCCNc1ccc(-c2nn(C)c(=O)c3ccccc23)cc1[N+](=O)[O-] | -3% | -13% | -13%
CN(CCc1ccccc1)C1CCCN(S(=O)(=O)CC(F)(F)F)C1 (centres undefined) | x | -23% | 2%
C[C@@H]1CN(c2c(F)c(F)c3c(=O)c(C(=O)O)cn(C4CC4)c3c2F)C[C@H](C)N1 | 19%&4% | 19%&0% | 2%&-7%&-14%
CCCCCc1cc(=O)oc2c(C(CCN(CC)CC)c3ccc(OC)cc3)c(OC)cc(OC)c12 (centres undefined) | x | u | 0%
COc1ccc(Cn2c(CCC(=O)NCc3ccc(Cl)cc3)nc3cccnc32)cc1 | 3% | u | -1%
CCCC[C@@H](CNC)NC[C@H](NCCCCC1CCCCC1)C(C)C | x | 5.2µM* | -3%
Cc1ccc(C(=O)N/C(=C/c2ccco2)C(=O)O)cc1 | 1% | 0% | -6%
Cn1c(=O)n(C)c2cc(/C=C3/SC(=O)N(CC(=O)N4CCOCC4)C3=O)ccc21 | 0% | -13% | -9%
O=C(Nc1nnc(S(=O)(=O)N2CCCCC2)s1)c1ccc(F)cc1 | 12% | -17% | -11%
C[C@H](C[C@H](O)[C@H]1OC1(C)C)C1=C2C[C@H](O)C3[C@@]4(C)CCC(=O)C(C)(C)C4CC[C@]3(C)[C@@]2(C)CC1 (some centres undefined) | 0% | 15µM* | -8%

Profiles as entered above. Order of screens: TDP1 inh, DT40 TDP1 no CPT, KAT2A inh
C[C@@H]1CN(c2c(F)c(F)c3c(=O)c(C(=O)O)cn(C4CC4)c3c2F)C[C@H](C)N1 across the screens: 19%&4%, 19%&0%, 2%&-7%&-14%
CC(=O)NCC(=O)N1CCCC(C(=O)c2ccc(Oc3ccccc3)cc2)C1 (centres undefined) across the screens: 5%, u, -28%
COc1ccc(OCC(=O)N2CCN(C(=O)COc3ccccc3)CC2)cc1 across the screens: 4%, 0%, 0%
O=C(Nc1nnc(S(=O)(=O)N2CCCCC2)s1)c1ccc(F)cc1 across the screens: 12%, -17%, -11%

The listing picks up, starting 6 compounds before the break.
SMILES | TDP1 inh | DT40 TDP1 no CPT | KAT2A inh
COc1ccc(Cn2c(CCC(=O)NCc3ccc(Cl)cc3)nc3cccnc32)cc1 | 3% | u | -1%
CCCC[C@@H](CNC)NC[C@H](NCCCCC1CCCCC1)C(C)C | x | 5.2µM* | -3%
Cc1ccc(C(=O)N/C(=C/c2ccco2)C(=O)O)cc1 | 1% | 0% | -6%
Cn1c(=O)n(C)c2cc(/C=C3/SC(=O)N(CC(=O)N4CCOCC4)C3=O)ccc21 | 0% | -13% | -9%
O=C(Nc1nnc(S(=O)(=O)N2CCCCC2)s1)c1ccc(F)cc1 | 12% | -17% | -11%
C[C@H](C[C@H](O)[C@H]1OC1(C)C)C1=C2C[C@H](O)C3[C@@]4(C)CCC(=O)C(C)(C)C4CC[C@]3(C)[C@@]2(C)CC1 (some centres undefined) | 0% | 15µM* | -8%
CN1CCN(c2nc3c(c(=O)[nH]c(=O)n3C)n2CCSc2nc3ccccc3s2)CC1 | -5% | -18% | -1%
CCOc1cc(N2CCOCC2)c(OCC)cc1NC(=O)COC(=O)c1ccc([N+](=O)[O-])o1 | -7% | -27% | -5%
Cn1c(=O)[nH]c(NC2CCCCC2)c(N=O)c1=O | 0% | -3% | -2%
Cc1ccc(C(=O)Nc2ccc3nc(SCC(=O)N4CCCc5ccccc54)sc3c2)cc1 | 1% | 7.3µM* | -7%
CC(C)[C@H](NC(=O)Nc1ccc(Oc2ccccc2)cc1)C(=O)O | 6% | 13µM* | -3%
CC1CCc2sc3ncnc(N4CCN(CCO)CC4)c3c2C1 (centres undefined) | x | u | -24%
O=C(OCc1cc(=O)n2ccsc2n1)C1(c2ccc(Cl)cc2)CC1 | -6% | u | -16%
Cc1ccc(N(CC(=O)Nc2ccc(C)cn2)S(=O)(=O)c2c(C)nn(C)c2C)cc1 | 7% | -19% | 2%
NC(=O)CSc1nc2ccccc2c(=O)n1CCc1ccccc1 | x | u | 0%
Cc1ccc(NC(=S)N(Cc2cccc(Br)c2)CC2CCC(C(=O)O)CC2)cc1 (centres undefined) | 3% | -8% | -2%
CCN(C(=O)c1c(C)oc2ncn(CC(C)C)c(=O)c12)c1cccc(Cl)c1 | 4% | u | 8%
O=C(CCC(=O)OCc1cccc([N+](=O)[O-])c1)Nc1ccc(F)cc1 | 2% | -4% | 3%
O=C(CN1C(=O)NC2(CCCCC2)C1=O)Nc1ccc(S(=O)(=O)N2CCOCC2)cc1 | -1% | -8% | -1%
CCOC(=O)c1[nH]c2ccc(OC)cc2c1NC(=O)c1ccc2c(c1)OCO2 | 0% | u | 1%
CCC1CCCCN1C(=O)CSc1n[nH]c(N)n1 (centres undefined) | -2% | -3% | -2%
c1cncc(-c2nc3ccccc3o2)c1 | 3% | 1% | -1%
COc1ccc(C(F)(F)F)cc1N/C=C/c1nnnn1-c1ccc2ccccc2c1 | x | -12% | -6%
COCCn1c(=O)c(-c2cccs2)nc2cnc(Oc3ccccc3)nc21 | x | -30% | -21%
CCOc1ccc(N2CC(C(=O)NCc3ccccn3)CC2=O)cc1 (centres undefined) | 8% | -1% | 1%
Clc1cccc(OCCn2cncn2)c1Cl | -7% | -21% | -1%
Cc1cc(C(C)(C)C)oc1C(=O)OCC(=O)NC1CCCCC1 | -2% | u | -7%
COc1ccc(NC(=O)c2sc(SCc3ccccc3)nc2N)cc1 | 12% | u | 2%
O=C(CCc1nnc(C2CCCCC2)o1)N1CCN(Cc2ccccc2)CC1 | 6% | 9% | -4%
CC(C)C(=O)Nc1ccc(N2CCN(c3ccc(F)cc3)CC2)cc1 | -1% | 0% | 0%
Fc1ccc(Nc2ncnc3c2nc2n3CCCC2)cc1 | 5% | u | -11%
COc1ccccc1Nc1nc(N)nc(CSc2nc(C)cc(C)n2)n1 | -1% | -12% | 3%
Cc1ccc2c(CNCCc3ccccc3)c(C(=O)O)n(Cc3ccccc3C)c2c1 | 6% | u | -1%
COc1ccc(CN(C)CC(=O)Nc2ccc(N3CCOCC3)cc2)cc1OC | 1% | -20% | -9%
COc1ccc(Cl)cc1NC(=O)C1CCN(S(=O)(=O)c2ccc(F)cc2)CC1 | x | 18µM* | 0%
CC1(C)CC(=O)C2=C(C1)N(c1cccc(O)c1)C1=C(C2)C(=O)CC(C)(C)C1 | -5% | 0% | -11%
Oc1ccc2oc3c(c2c1/C=N/n1cnnc1)CCCC3 | 0% | u | -10%
CCOC(=O)c1cnc2ccccc2c1Nc1cccc(OC)c1 | 0% | 16µM* | -13%
CCOC(=O)c1c(NC(=O)Cn2c(=O)oc3ccccc32)oc(C)c1C(C)=O | 2% | -2% | -5%
COc1ccc(CCNC2=NCC(C)S2)cc1 (centres undefined) | -5% | 2% | -2%
CS(=O)(=O)c1cccc(NC(=O)C2CCCN2S(=O)(=O)c2ccc(F)cc2)c1 (centres undefined) | 8% | -7% | 0%
COc1ccc(C2=NC(C)(C)Cc3cc(OC)c(OC)cc32)cc1OC | x | -7% | -15%
CN(C)CCCNC(=O)C[C@H]1C[C@H](C(=O)N2CCCCC2)[C@@]2(CCc3ccccc3)c3[nH]c4ccc(Cl)cc4c3CCN2C1=O | 4%[56.1 µM] | -15% | 2%
Cc1ccc(C2(C)NC(=O)N(CC(=O)N(c3ccccc3)C3CCS(=O)(=O)C3)C2=O)cc1 (centres undefined) | -4% | 4% | 2%
CCn1c(=O)c(=O)[nH]c2cc(C(=O)NCC3CCCCC3)ccc21 | 2% | -25% | -5%
CC1(NC(=O)NCc2ccco2)CCS(=O)(=O)C1 (centres undefined) | -5% | -1% | 2%
COc1cc(CC(=O)N2CCC(n3nccc3NC(=O)C3CC3)CC2)cc(OC)c1OC | 5% | 1% | -1%
COC(=O)[C@@H]1Cc2c([nH]c3ccccc23)C(C)(C)N1C(=O)CCl | x | 23µM* | -3%
COc1cccc(NC(=O)c2sc3nc(C)c(C(=O)Nc4ccc(C)cc4C)c(-c4ccccc4Cl)c3c2N)c1 | 0% | u | u
O=C(/C=C/c1ccc([N+](=O)[O-])cc1)NCCSCc1ccco1 | 6% | u | 0%
COc1ccc(NC(=O)c2oc3ccc(S(=O)(=O)N4CCOCC4)cc3c2C)c(OC)c1 | 0% | -19%&-12% | 1%
COc1cc(C(=S)N2CCOCC2)cc(OC)c1OC(=O)c1cc([N+](=O)[O-])cc([N+](=O)[O-])c1 | 4% | -8% | -4%
COc1ccc(CNn2c(-c3cccs3)nc3ccccc3c2=O)cc1OC | 2% | 10µM* | -9%
CCCNC(=O)CN1C(=O)NC(CCSC)C1=O (centres undefined) | 3% | 3% | u
CCCCc1nc2cc(C(=O)N3CCC[C@H]3CO)ccc2o1 | 2% | -3% | 1%
CC(=O)Nc1cccc2c1C(=O)N(c1ccc(C)cc1)C2=O | -3% | -15% | -7%
CCOc1ccc(NC(=O)c2sc(N3CCOCC3)nc2-c2ccccc2)cc1 | -1% | 23µM* | 1%
CC1=CC(C)(C)Nc2ccc(OC(=O)CCN3C(=O)c4ccccc4C3=O)cc21 | 5% | 3.7µM* | -25%
COc1ccc(CCNCc2ccc(OCc3ccccc3)cc2)cc1 | x | u | -3%
Cc1ccc(N(CC(C)C)S(=O)(=O)c2nnc(NC(=O)c3cccs3)s2)cc1 | 1% | 23µM* | -3%
O=C(NC(=S)N1CCCC1)c1ccc(Cl)cc1 | 3% | -22% | 1%
COc1ccc(CCNC(=O)CC(=O)N/N=C/c2ccc(Br)cc2)cc1OC | x | -4% | -14%
O=C(Nc1n[nH]c(=S)s1)c1ccco1 | x | 0% | 32µM*
Cc1ccc(C(=O)NCc2nc3ccccc3[nH]2)o1 | 1% | 16% | -18%
O=C(NN1C(=O)c2ccccc2NC1c1ccc([N+](=O)[O-])o1)c1ccc([N+](=O)[O-])cc1 (centres undefined) | 2% | 8.2µM* | -1%
COc1ccc(C(=O)Nc2cccc(C(=O)NCc3ccccc3)c2)cc1 | -3% | u | 9%
C=CCSc1nc(C)c(Cc2cccc3ccccc23)c(=O)[nH]1 | 0% | -25% | -1%
CC(C)CN(C(=O)c1cc(Cl)nc2ccccc12)c1c(N)n(Cc2ccccc2)c(=O)[nH]c1=O | x | 8% | -13%
